# From PubChem BioAssay
# MITF TRPM1 HTS = increases MITF-driven TRPM1 promoter luciferase signal; SK-MEL-5 TRPM1-promoter luciferase, 24 h; % of positive control, neutral wells = 0; activation, % at 12.5 µM; 300,000 compounds, 0.75% hits; AID 588334;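 active = mean activation of at least 80% with every replicate also reaching 80%; inconclusive = mean reaches 80% but some replicate falls short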;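 note: 0% = neutral control wells and 100% = parthenolide positive control wells; values of inactives mirror those of a sister screen read the other way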
# CAL PDZ FP-1 = inhibitors of human CAL PDZ peptide binding; purified CAL PDZ, TMR-peptide fluorescence polarization, 1 h; inhibition, % at 20 µM; 330,000 compounds, 0.02% hits; AID 504414; Q9HD26;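 active = highest replicate inhibition of at least 40%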;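 note: plate controls were DMSO neutral control wells for no effect and unlabeled competitor peptide control wells for full effect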
#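 System: purified tagged CAL PDZ domain construct (CerCALP). Schedule: 1 h incubation at room temperature before polarization reading. Medium: 25 mM sodium phosphate pH 7.4, 150 mM NaCl, TCEP, IgG, Thesit. Read-out: percent inhibition from loss of millipolarization. Measured by: FP readout, S and P plane fluorescence. Probe or stimulus: fluorescent TMR peptide probe.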
# PfHsp90 yeast 2 = growth inhibition of yeast expressing Plasmodium Hsp90; S. cerevisiae expressing PfHsp90, BacTiter-Glo ATP, 48 h; yeast lacking PDR1 and PDR3 efflux regulators; inhibition, % at 9.4 µM; 310,000 compounds, 0.32% hits;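 active = every replicate shows inhibition above about 80%, whatever the replicate mean, limit read from the data; inconclusive = mean inhibition reaches the set limit but some replicate falls short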;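 note: 0% = DMSO neutral controls and 100% = 20 µM radicicol positive controls; yeast relying on Plasmodium falciparum Hsp90 in place of its own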
# SR-BI DiI inh = inhibitors of mouse SR-BI mediated HDL lipid uptake. ldlA[mSR-BI] CHO cells, DiI-HDL uptake fluorescence, 3 h. AID 488896. 320,000 compounds, 0.96% hits. inhibition, % at 12.5 µM. Q61009;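 active = mean replicate inhibition of at least 70% and a set share of replicates each scoring 70 or more; inconclusive = meets just one of the two criteria; inactive = fails both criteria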;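 note: 0% = median of neutral control wells and 100% = median of positive control wells; values of inactives mirror those of a sister screen read the other way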
# Target sequence (Q61009 whole entry, looked up): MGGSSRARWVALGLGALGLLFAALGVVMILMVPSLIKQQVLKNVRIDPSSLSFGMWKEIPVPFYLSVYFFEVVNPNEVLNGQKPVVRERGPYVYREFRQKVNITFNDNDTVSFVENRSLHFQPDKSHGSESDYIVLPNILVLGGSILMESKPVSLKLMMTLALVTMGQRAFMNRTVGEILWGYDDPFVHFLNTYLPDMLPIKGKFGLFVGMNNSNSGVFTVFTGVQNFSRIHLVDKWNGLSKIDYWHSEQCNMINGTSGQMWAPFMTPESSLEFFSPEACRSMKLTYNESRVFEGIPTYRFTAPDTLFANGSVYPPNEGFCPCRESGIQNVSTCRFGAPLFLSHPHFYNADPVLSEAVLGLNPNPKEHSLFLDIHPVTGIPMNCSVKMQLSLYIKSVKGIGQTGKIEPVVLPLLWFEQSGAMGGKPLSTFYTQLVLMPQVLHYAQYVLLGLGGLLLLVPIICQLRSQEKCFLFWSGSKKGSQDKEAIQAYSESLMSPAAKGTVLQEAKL
# dFosB activator = enhances mouse delta FosB homodimer DNA binding | purified delta FosB, TAMRA-CDK5 oligo fluorescence polarization; percent of positive-control signal above neutral wells | P13346 | activation, % at 25 µM | 340,000 compounds, 0.99% hits;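 active = mean activation above about 17%, with every replicate also reaching it, limit read from the data, passing the limit was not always enough; inconclusive = only one of the two conditions met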;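 note: fluorescence polarization rise as delta FosB binds a TAMRA Cdk5 AP-1 oligo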
# Rtt109 HAT inh = blocks Candida albicans Rtt109/Vps75 acetyltransferase activity; Q5AAJ8; purified Rtt109/Vps75, ThioGlo CoA-SH fluorescence, 4 h; inhibition, % at 34.9 µM; 330,000 compounds, 0.16% hits; AID 540336;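 active = inhibition of at least 50% in every replicate; inconclusive = best replicate reaches 50% inhibition but some replicates fall short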
# Target sequence (Q5AAJ8 whole entry, looked up): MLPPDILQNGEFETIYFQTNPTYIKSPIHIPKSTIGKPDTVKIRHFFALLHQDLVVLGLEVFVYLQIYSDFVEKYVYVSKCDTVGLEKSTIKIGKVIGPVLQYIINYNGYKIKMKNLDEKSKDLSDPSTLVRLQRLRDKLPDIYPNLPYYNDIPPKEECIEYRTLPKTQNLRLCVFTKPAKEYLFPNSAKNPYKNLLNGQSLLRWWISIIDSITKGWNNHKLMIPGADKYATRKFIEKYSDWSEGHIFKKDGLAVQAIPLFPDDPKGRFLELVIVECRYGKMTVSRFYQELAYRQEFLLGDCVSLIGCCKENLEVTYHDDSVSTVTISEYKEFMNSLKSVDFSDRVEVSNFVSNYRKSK
# PvdQ acylase = blocks Pseudomonas aeruginosa PvdQ acylase activity; AID 488965; inhibition, % at 10 µM; purified PvdQ acylase, fluorescence plate reader; 340,000 compounds, 0.063% hits; in the data active = inhibition above about 30%, passing the limit was not always enough; inconclusive = no clear call, values can overlap the other calls;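 note: 0% = vehicle neutral wells and 100% = reference inhibitor wells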
# CAL PDZ FP-2 = CAL PDZ (human) peptide binding inhibition; AID 602252; 300,000 compounds, 0.92% hits; purified CAL PDZ, TMR-peptide fluorescence polarization, 1 h; inhibition, % at 24.9 µM;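 active = mean inhibition of at least 30% with at least half of replicates also reaching 30%; inconclusive = no clear call, values can overlap the other calls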;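 note: 0% = DMSO neutral control and 100% = excess unlabeled competitor peptide PRC23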
# NSD2 inh = inhibitors of human histone methyltransferase NSD2; inhibition, % at 12.5 µM; NSD2 peptide methylation, AlphaScreen, 120 min; 310,000 compounds, 0.54% hits; in the data active = inhibition above about 50%
# SR-BI uptake up = enhances SR-BI lipid uptake from DiI-HDL; CHO ldlA[mSR-BI] cells, DiI-HDL uptake fluorescence, 3 h; 100 = double the neutral-control signal; activation, % at 12.5 µM; 320,000 compounds, 0.096% hits;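 active = mean replicate activation of at least 60% and every replicate at or above 60%; inconclusive = mean or all-replicate condition met, but not both; inactive = mean below 60% and not all replicates reaching 60%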;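 note: 0% = median plate neutral-control signal and 100% = twice that signal; values of inactives mirror those of a sister screen read the other way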
#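 material = CHO ldlA[mSR-BI] cells | medium = Ham's F12 with 0.5% BSA, HEPES 25 mM, pH 7.4 | reagent = fluorescent DiI-HDL, 10 µg/mL final | compound dosing = single-point compound dose | incubation = 3 h, 37 °C | measured by = bottom-read fluorescence, 550/595 nm | measure = HDL uptake via cellular fluorescence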
# Starred values were filed as active, the others as inactive; u = inconclusive; x = not tested or not shown.
SMILES,MITF TRPM1 HTS,CAL PDZ FP-1,PfHsp90 yeast 2,SR-BI DiI inh,dFosB activator,Rtt109 HAT inh,PvdQ acylase,CAL PDZ FP-2,NSD2 inh,SR-BI uptake up
CN1CCC(N(C)C(=O)c2cc(-c3ccccc3Cl)nc3ccccc23)CC1,10,0.2,-2,-6,-3,3,2,-1,4,6
COc1ccccc1OC1=NS(=O)(=O)c2ccccc21,x,-0.3,21,-36,1,-6,8,x,-2,36
O=C(O)c1nc(Cl)c(Cl)c(N/N=C/c2ccccc2C(F)(F)F)c1Cl,7,-2.5,28,-7,-5,5,-4,-7,1,7
Cc1c(CCO)c(=O)[nH]n1S(=O)(=O)c1ccccc1,8,-0.9,51,-3,-6,-1,-7,2,-1,3
Cc1ccc(CNC(=O)C2CC(=O)OC23CCCC3)c(C)c1 (stereo unspecified),-12,-1.8,x,-20,-13,13,6,x,2,20
CCOC(=O)c1ccc(S(=O)(=O)NNC(=O)c2cccc(N(C)C)c2)cc1,6,-1.8,5,-4,-8,2,-15,0,x,4
O=C(Oc1ccc2c3c(c(=O)oc2c1)CCCC3)c1cccs1,-12,-3.6,-9,-1,-6,-6,-1,-1,0,1
COc1cccc(/C=C/C(=O)OCC(=O)Nc2ccc(S(=O)(=O)N3CCCC3)cc2)c1,4,-0.8,8,-4,-12,-2,7,10,-1,4
Cc1ccc(S(=O)(=O)Nc2ccc(-c3csc(-c4ccccc4)n3)cc2)cc1,15,-1.5,-3,9,-7,2,4,-17,-1,-9
COc1ccccc1C(=O)NNC1CC(=O)N(c2ccc3c(c2)OCCO3)C1=O (stereo unspecified),-11,-2.7,8,3,-3,-2,-9,-2,-3,-3

# Laid out differently: results already given.
# Order of results: MITF TRPM1 HTS, CAL PDZ FP-1, PfHsp90 yeast 2, SR-BI DiI inh, dFosB activator, Rtt109 HAT inh, PvdQ acylase, CAL PDZ FP-2, NSD2 inh, SR-BI uptake up
> CN1CCC(N(C)C(=O)c2cc(-c3ccccc3Cl)nc3ccccc23)CC1
 : 10, 0.2, -2, -6, -3, 3, 2, -1, 4, 6
> Cc1ccc(S(=O)(=O)Nc2ccc(-c3csc(-c4ccccc4)n3)cc2)cc1
 : 15, -1.5, -3, 9, -7, 2, 4, -17, -1, -9
> O=C(O)c1nc(Cl)c(Cl)c(N/N=C/c2ccccc2C(F)(F)F)c1Cl
 : 7, -2.5, 28, -7, -5, 5, -4, -7, 1, 7

# Just SR-BI uptake up, for some of the entries so far:
molecule	SR-BI uptake up
CN1CCC(N(C)C(=O)c2cc(-c3ccccc3Cl)nc3ccccc23)CC1	6
COc1ccccc1OC1=NS(=O)(=O)c2ccccc21	36

# The listing continues:
SMILES,MITF TRPM1 HTS,CAL PDZ FP-1,PfHsp90 yeast 2,SR-BI DiI inh,dFosB activator,Rtt109 HAT inh,PvdQ acylase,CAL PDZ FP-2,NSD2 inh,SR-BI uptake up
Cc1ccc(C(C(=O)NC2CCCCC2)N(Cc2ccco2)C(=O)C2COc3ccccc3O2)o1 (stereo unspecified),1,-1.1,3,1,-1,11,8,1,22,-1
O=C(NNC(=S)NC1CCCCC1)c1cccc(S(=O)(=O)Nc2ccccc2Cl)c1,-4,-2.9,-27,14,0,8,-9,0,3,-14
O=C(CCNC(=O)c1ccccc1Cl)Nc1cc(S(=O)(=O)N2CCOCC2)ccc1N1CCOCC1,-4,-3.6,-1,x,-3,-3,1,2,-1,x
Clc1ccc(CN=C(Nc2ccccc2)NC2CCCCC2)cc1,16,x,2,-7,3,-3,-10,-4,-1,7
COC(CNc1cc(=O)oc2ccccc12)OC,-9,-0.3,2,15,3,5,-5,10,-1,-15
O=C(CN1CCCc2ccccc21)NCCc1ccc(Cl)cc1,-7,-1.0,-48,0,-4,-4,-20,-1,x,0
CC(C)C(NC(=O)/C=C/c1ccc(F)cc1)C(C)C,0,-0.9,1,-13,-5,15,10,-2,-3,x
Cc1ccc(CCNC(=O)CCn2c(=O)c3cccn3c3ccc(F)cc32)cc1,-6,-0.7,13,12,8,-5,-6,39*,-3,-12
CCOc1ccc(/C=N/Nc2nc(C)cs2)c(O)c1,56,-1.9,-1,41,-10,3,0,0,-3,-41
CCCc1cnc(N2CCN(C(=O)c3c(-c4ccccc4)noc3C)CC2)nc1,x,-0.9,-13,2,3,5,-9,4,-3,-2
Cc1ncc(CN2CCCCC2C(=O)Nc2ccc(Oc3ccccc3)nc2)cn1 (stereo unspecified),6,-2.5,5,-9,-5,4,-4,-3,0,9
CCN(CC)S(=O)(=O)c1ccc(C)c(NC(=O)c2cc(C)oc2C)c1,-11,-0.7,x,-28,-3,9,3,-2,4,28
CC(C)COC(=O)CNc1n[nH]c(=S)[nH]c1=O,-1,-1.9,5,-19,7,12,-10,-5,-1,19
CN(C)C(=O)CCc1ccc2c3c([nH]c2c1)[C@]1(C)[C@@H](C(=O)N2CCOCC2)C[C@H](CC(=O)NCCc2ccccn2)C(=O)N1CC3,13,-0.4,-9,1,0,5,-12,3,x,-1
CCC(c1nnnn1CS(=O)(=O)c1ccc(C)cc1)N1CCN(c2nc3ccccc3s2)CC1 (stereo unspecified),-13,-2.8,-3,x,-8,-2,-15,-22,-1,x
CC1=C(C(=O)OCCOc2ccccc2)C(c2ccsc2)NC(=O)N1C (stereo unspecified),-7,-1.9,-12,-11,-14,1,-13,1,0,11
O=C(NN1CCN(Cc2ccccc2Cl)CC1)c1ccc(Br)cc1,-15,0.5,-1,9,-8,x,-4,-6,-1,-9
O=c1c(Cc2ccccc2)c(O)nc2n1CCCS2,-3,0.2,7,-87,1,-1,-19,-2,-2,u
COc1ccc(CC(=O)NCCc2ccc(OC)c(OC)c2)cc1,7,0.5,-32,-8,-3,-1,-15,0,-1,8
CC(C)c1cc(C(=O)N2CCN(C(c3ccccc3)c3ccccc3)CC2)no1,2,0.1,-27,-35,0,-6,-1,2,-3,35
O=[N+]([O-])c1cccc(N/N=C/c2ccc(N3CCOCC3)cc2)c1,127*,-1.4,-8,47,-2,-1,3,1,7,-47
CCOc1ccc(N(CC(=O)Nc2ccc3c(c2)OCCO3)S(=O)(=O)c2c(C)noc2C)cc1,-4,-1.2,9,-9,-6,18,8,0,x,9
CCOC(=O)c1c(S(=O)(=O)N2CCCCCC2)c(C)n(C)c1C,4,0.2,-86,-3,-8,-9,-12,2,-9,3
COc1ccc(OC)c(-c2nc(CN(C)C(C)c3ccncn3)c(C)o2)c1 (stereo unspecified),-4,0.1,-15,-27,2,3,-2,9,-6,27
COc1cc(C(=O)O[C@H]2C/C(C)=C/CC[C@@]3(C)O[C@@H]3[C@H](O)[C@@H]2C(C)C)cc(OC)c1OC,6,-0.5,-20,26,-17,-14,-14,-3,7,-26
Cc1ccc(C)c(NC(=O)c2cc(-c3cc(C)cc(C)c3O)n[nH]2)c1,13,0.0,4,69,-1,-3,-7,1,33,-69
CCc1ccc(NC(=O)CSc2nnc(-c3ccccn3)n2C)cc1,6,-0.6,7,-32,6,12,-4,4,7,32
C=CCn1c(SCCCCCC)nc(O)cc1=O,-8,-0.2,-6,-12,-1,1,1,1,0,12
CCOc1ccc(NC(=O)c2ccc(C#CC(C)(C)O)cc2)cc1,-7,x,-12,30,-7,-27,-8,-6,8,-30
Cc1cc(C)nc(NCC(O)COc2ccccc2C)n1 (stereo unspecified),0,-0.4,2,8,-4,9,-7,-1,x,-8
COC(=O)c1ccc(S(=O)(=O)c2ccccc2)c(N)c1,-28,-0.1,-22,1,1,-9,-1,-4,0,-1
COc1ccc(C(C#N)N2CCC(c3ccccc3)=N2)cc1 (stereo unspecified),8,-2.4,21,-4,-5,3,-15,-18,2,4
S=c1[nH]nc(-c2ccco2)n1/N=C/c1ccccc1Cl,13,-2.8,-20,-3,-3,-8,-3,-1,2,3
CC(C(=O)Nc1cc(C(F)(F)F)ccc1N1CCOCC1)N1C(=O)C2CCCCC2C1=O (stereo unspecified),-5,-0.1,-12,-6,-1,14,-1,-6,-3,6
Cc1ccc(C(C(=O)NC2CCCC2)N(Cc2ccccc2)C(=O)c2csnn2)o1 (stereo unspecified),-8,-2.6,9,-5,-10,-3,7,-1,-2,5
O=C(CN1C(=O)/C(=C/c2ccco2)SC1=S)Nc1ccc(C(=O)O)c(O)c1,6,-2.6,-5,-15,-6,1,-5,-1,135*,15
O=[N+]([O-])c1ccc(Sc2nccn2Cc2ccccc2)cc1,6,0.1,-44,1,-12,6,-1,30*,13,-1
COc1ccc(Cc2noc(CN(C)CC(O)c3ccccc3)n2)cc1OC (stereo unspecified),2,-0.5,30,-39,0,-1,-10,3,-1,39
Cc1cc(C(=O)OCC(=O)N2c3ccccc3CC2C)c(C)o1 (stereo unspecified),10,-0.7,-3,43,5,8,-12,0,1,-43
Cc1ccc(C2=NN(C(=O)CCl)C(c3ccco3)C2)o1 (stereo unspecified),-58,-1.1,28,x,-7,14,-5,x,0,x
COc1ccc(/C=N\NC(=O)CC(=O)Nc2cccc(Cl)c2)cc1OC,6,-0.1,5,-6,-1,6,6,x,x,6
CCCN1CCN(C(=O)CS(=O)(=O)Cc2nc(-c3cccc(OC)c3)oc2C)CC1,7,-2.0,20,4,0,-8,-18,-3,3,-4
COc1cccc(-n2c(C)nn(C)c2=O)c1,x,1.7,10,-24,1,-1,-4,0,5,24

# Random excerpt: 2 compounds from above, in no set order.
SMILES,MITF TRPM1 HTS,CAL PDZ FP-1,PfHsp90 yeast 2,SR-BI DiI inh,dFosB activator,Rtt109 HAT inh,PvdQ acylase,CAL PDZ FP-2,NSD2 inh,SR-BI uptake up
COc1ccc(C(C#N)N2CCC(c3ccccc3)=N2)cc1 (stereo unspecified),8,-2.4,21,-4,-5,3,-15,-18,2,4
CC(C(=O)Nc1cc(C(F)(F)F)ccc1N1CCOCC1)N1C(=O)C2CCCCC2C1=O (stereo unspecified),-5,-0.1,-12,-6,-1,14,-1,-6,-3,6
